TAAR1 antagonist: human TAAR1 antagonism. Q96RJ0. 360,000 compounds, 1.5% hits. inhibition, % at 3 µM. CHO RD-HGA16 TAAR1, Fluo-8 calcium fluorescence, antagonist;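 active = inhibition above a per-plate cutoff, the mean inhibition of test compounds on that plate plus 3 SD, cut at about 49% in these data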;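 note: 0% = DMSO plus EC80 beta-PEA response and 100% = DMSO alone without agonist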
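Material: CHO RD-HGA16 cells bearing hTAAR1; compound dosing: one-point dosing, 3 µM nominal final; schedule: dye loading 75 min at 37 °C, then 30 min room temperature; measured by: calcium fluorescence with Fluo-8; control set: vehicle and agonist controls; replication: n of 1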
V1aR counter: V1a receptor agonism, counter-screen for OXTR agonists; P37288; activation, % at 3 µM; 320,000 compounds, 0.25% hits; CHO-V1R cells, Fluo-8 calcium fluorescence, agonist mode; 0% DMSO, 100% 3 nM vasopressin;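 active = activation above the mean activation of all tested compounds plus 3 SD, per screening run, cut at about 20% in these data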;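 note: signal is peak over basal fluorescence ratio across a 100 second FLIPR read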
Target sequence (P37288 whole entry, looked up): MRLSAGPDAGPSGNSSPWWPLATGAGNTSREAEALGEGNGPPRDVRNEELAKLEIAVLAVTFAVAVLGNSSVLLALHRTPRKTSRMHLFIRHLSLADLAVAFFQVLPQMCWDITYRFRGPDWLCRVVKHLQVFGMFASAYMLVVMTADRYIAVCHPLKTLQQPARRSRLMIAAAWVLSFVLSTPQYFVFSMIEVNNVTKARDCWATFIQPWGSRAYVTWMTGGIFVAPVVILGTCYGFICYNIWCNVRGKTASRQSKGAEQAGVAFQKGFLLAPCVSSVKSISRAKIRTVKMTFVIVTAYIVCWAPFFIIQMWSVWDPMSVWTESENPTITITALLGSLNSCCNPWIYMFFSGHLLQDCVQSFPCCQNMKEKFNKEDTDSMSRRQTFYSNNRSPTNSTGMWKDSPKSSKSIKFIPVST
TAAR1 agonist: agonists of human TAAR1; AID 624467; activation, % at 3 µM; 360,000 compounds, 0.99% hits; Q96RJ0; CHO RD-HGA16 TAAR1, Fluo-8 calcium fluorescence; vehicle wells 0%, saturating PEA agonist 100%;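 active = activation above the mean activation of all test compounds in the run plus 3 SD, cut at about 38% in these data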
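Repeats: no replicates (n 1) | Material: CHO-derived RD-HGA16 cells with stable Gα16 and human TAAR1 | Technique: Kinetic Fluo-8 calcium fluorescence | Schedule: 17-24 h seeding, 75 min 37 °C dye, 30 min RT | Evaluation: % activation from peak over basal fluorescence ratio, DMSO-to-PEA scaled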
CHO parental Ca: counter-screen for OX1R antagonists: effect in parental CHO cells; parental CHO-K1, ATP-induced calcium, Fluo-8 fluorescence; inhibition, % at 5.6 µM; 330,000 compounds, 0.63% hits; AID 463079;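 active = inhibition above that plate's mean sample inhibition plus 3 SD, cut at about 26% in these data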;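 note: 0% = ATP-challenged DMSO wells and 100% = DMSO wells without ATP; some compounds past the cut are filed as inactive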
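test system = CHO parental line | reagent = ATP stimulus | measured by = intracellular calcium via Fluo-8 no-wash fluorescent dye | control set = ATP and no-ATP DMSO wells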
CHRM1 agonist: agonists of human M1 muscarinic receptor; P11229; CHO-K1 hM1, Fluo-8 calcium fluorescence, agonist mode; 0% DMSO, 100% acetylcholine EC100; activation, % at 3 µM; 360,000 compounds, 0.33% hits; AID 588814;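 active = activation above the run's mean compound activation plus 3 SD, cut at about 16% in these data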;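 note: peak over basal fluorescence ratio within a 140 s kinetic read after compound addition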
Target sequence (P11229 whole entry, looked up): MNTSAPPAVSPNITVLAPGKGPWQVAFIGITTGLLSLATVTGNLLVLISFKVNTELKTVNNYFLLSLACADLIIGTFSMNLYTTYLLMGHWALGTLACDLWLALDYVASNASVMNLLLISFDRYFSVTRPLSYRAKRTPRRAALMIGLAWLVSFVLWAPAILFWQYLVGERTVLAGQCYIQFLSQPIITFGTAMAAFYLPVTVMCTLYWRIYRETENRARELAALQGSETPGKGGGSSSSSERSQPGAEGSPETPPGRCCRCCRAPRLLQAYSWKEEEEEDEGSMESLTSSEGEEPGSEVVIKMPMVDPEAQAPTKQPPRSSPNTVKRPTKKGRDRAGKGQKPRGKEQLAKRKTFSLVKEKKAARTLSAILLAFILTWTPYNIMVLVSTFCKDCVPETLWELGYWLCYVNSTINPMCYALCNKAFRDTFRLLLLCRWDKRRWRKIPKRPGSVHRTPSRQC
CHO-K1 Ca antag: counter-screen for M1 antagonists: effect in parental CHO-K1 cells; inhibition, % at 3 µM; ATP-induced calcium, Fluo-8 fluorescence; 360,000 compounds, 0.6% hits;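 active = inhibition above a per-plate cutoff, the plate's mean sample inhibition plus 3 SD, cut at about 24% in these data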;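 note: 0% = DMSO plus EC80 ATP and 100% = DMSO alone without ATP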
M1 ag parental: M1 agonist counterscreen hit in parental CHO-K1 cells | 360,000 compounds, 0.48% hits | activation, % at 3 µM | Fluo-8 calcium fluorescence; scaled to maximal ATP response, vehicle zero; in the data active = activation above about 15%;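 note: untransfected CHO-K1 host cells lacking M1 receptor as counterscreen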
M1 PAM parental: M1 PAM counterscreen hit in parental CHO-K1 cells; 360,000 compounds, 0.02% hits; activation, % at 3 µM; ATP EC20, Fluo-8 calcium fluorescence; 0% at ATP EC20, 100% at ATP max; AID 602247;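 active = activation above the run cutoff, the mean activation of all test compounds plus 3 SD, cut at about 40% in these data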;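 note: peak over basal fluorescence ratio in a 140 s read after ATP addition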
OXTR potentiator: human OXTR potentiation; P30559; CHO-OTR cells, Fluo-8 calcium fluorescence, potentiator mode; 0% = oxytocin EC15, 100% = EC100; activation, % at 3 µM; 320,000 compounds, 0.061% hits; AID 2445;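 active = activation above that plate's cutoff, the mean activation of tested compounds plus 3 SD, cut at about 6.6% in these data, passing the limit was not always enough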;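 note: 100% uses oxytocin at 75 nM as the full agonist control; some results filed as inactive read as strong as hits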
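Material: human OTR in CHO cells. Compound: 3.0 µM, one dose. Timing: compound 6 min at room temperature before oxytocin, 100 s read. Evaluation: % activation of max/min ratio relative to oxytocin controls. Replication: single well per compound, singlicate. Signal: Fluo-8 calcium dye fluorescence.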
Numbers without * were called inactive; / = not tested or not shown; & = joins results of further samples. The list is partial; rates above refer to the full screens.

no.	Molecule	TAAR1 antagonist	V1aR counter	TAAR1 agonist	CHO parental Ca	CHRM1 agonist	CHO-K1 Ca antag	M1 ag parental	M1 PAM parental	OXTR potentiator
1	CCCCCSc1cc(OC)c(CCN)cc1OC	2	5.5	41*	-6	13	-10	2.8	24	-9
2	O=C1NC(=O)C(Cc2cccs2)C(=O)N1	-1	0.2	8	-12	-2	-4	0.7	20	-8
3	Cc1ccc(CN2CCCC(C(=O)c3sccc3C)C2)o1 (stereo not drawn)	-10	-1.2	0	-19	-8	-21	0.2	-6	-8
4	Cc1cc(C)[n+](C2C3CC4CC(C3)CC2C4)o1 (stereo not drawn)	2	-0.1	3	7	-8	-7	0.7	6	-2
5	CN1C(=O)NC(=O)C(N=Nc2ccc(Cl)cc2)C1=O (stereo not drawn)	-17	/	-1	/	7	13	-0.6	-23	/
6	COc1ccc(CCC(=O)N2CCC3(CC2)OCCO3)cc1	8	0.4	1	-6	-4	-8	0.9	20	-2
7	CC(=O)Nc1ccccc1C(=O)OCc1cccc(F)c1	-9	-0.2	-1	-22	-5	-11	0.7	-4	-5
8	COC(=O)C1=C(c2ccc(C(C)=O)cc2)C[C@@H]2CC[C@H]1N2C(=O)NC(C)C	15	-0.1	0	-4	-2	-12	0.8	16	-6
9	Cc1cc(OCC(=O)N2CCC(C(=O)O)CC2)c2c3c(c(=O)oc2c1)CCCC3	-29	1.5	0	-12	-3	11	0.1	-7	4
10	Oc1ccccc1CN(CCc1ccccc1)Cc1ccccc1	32	0.3	49*	-36	-6	-9	0.0	8	-9
11	CC1=C(C(=O)Nc2ccccc2)S(=O)(=O)CCO1	-23	0.8	6	-5	-1	-9	2.7	13	-11
12	CN1CCCN(C(=O)COc2cccc(C(F)(F)F)c2)CC1	4	-0.3	1	-19	-5	-8	1.2	14	4
13	O=[N+]([O-])/C(Cl)=C1\NCCN1Cc1ccc(Cl)nc1	-3	0.5	1	4	-1	-6	2.0	27	-1
14	C=C1[C@@H](C)[C@H]2[C@H](Cc3ccccc3)NC(=O)[C@]23OC(=O)/C=C/[C@H](O)CCC[C@@H](C)C/C=C/[C@H]3[C@@H]1O	72*	0.4	20	-12	-2	9	7.3	8	-6
15	Oc1cc(Cl)c(Cl)c(Cl)c1	21	/	8	/	1	0	15	-13	/
16	CC(C)N1C(=O)NC(=O)C2(Cc3cc([N+](=O)[O-])ccc3N(C)C2c2ccccc2)C1=O (stereo not drawn)	18	0.9	28	-23	-3	-4	25*	20	-4
17	CC(=Nc1c(C)n(C)n(-c2ccccc2)c1=O)c1c(O)n(Cc2ccccc2)c(=O)[nH]c1=O	1	-0.7	9	-17	-7	11	0.1	12	-2
18	c1ccc2c(c1)CSc1ccccc1C2C1=NCCN1 (stereo not drawn)	-1	0.3	3	7	-11	-15	0.7	23	-4
19	CSCCC(c1nnnn1C(C)(C)C)N1CCC(n2c(=O)[nH]c3ccccc32)CC1 (stereo not drawn)	52*	/	19	/	11	5	7.3	-10	/
20	Oc1cccc2nc3ccccc3nc12	-20	-0.8	1	-9	7	1	0.2	1	1
21	COc1cc(Br)cc(CN2CCN(C)CC2)c1O	/	1.0	/	1	-15	-5	0.0	2	-2
22	CCOc1cc2c(cc1OCC)-n1cccc1C(c1ccc(F)cc1)NC2 (stereo not drawn)	1	3.6	11	-9	-7	-9	5.2	6	-6
23	Nc1c(C(=O)NCc2ccco2)c2nc3ccccc3nc2n1Cc1ccccc1	-5	2.2	1	-1	-3	-7	5.1	27	-8
24	COC(=O)C1=C(c2ccc(F)cc2F)C[C@@H]2CC[C@H]1N2C(=O)NCc1ccc2c(c1)OCO2	-1	-0.6	0	-30	-8	-13	-0.5	13	-2
25	COc1ccc(OC)c2c1CCC1NCCOC21 (stereo not drawn)	6	0.4	5	-24	-6	0	-0.3	10	-4
26	Oc1ccc2c3c1OC1[C@H](O)CC[C@@]4(O)[C@@H](C2)N(CC2CC2)CC[C@]314 (stereo partly drawn)	-15&-35	0.9&0.8	3&5	-11&-3	-2&-2	-2&-8	-0.5&0.5	5&3	-4&-1
27	COC(=O)C1=C(c2ccccc2)C[C@@H]2CC[C@H]1N2C(=O)NCc1ccccc1	11	-0.3	6	-9	-10	-6	-0.2	-6	4
28	CCN(C(=O)COC(=O)c1cc(C)n(C2CC2)c1C)c1ccccc1	-11	-0.4	8	-25	-3	-4	1.1	15	-6
29	CCCCn1c(O)c(C(C)=Nc2ccc(OCC)cc2)c(=O)[nH]c1=O	-9	0.1	10	-14	-3	5	-0.5	3	-4
30	COC(=O)C1=C(c2ccccc2)C[C@@H]2CC[C@H]1N2C(=O)NC1CC1	2	0.0	5	-11	-5	-13	1.1	16	4
31	Cc1c2ccncc2c(C)c2c1[nH]c1ccccc12	/	11	/	-7	2	14	5.1	10	1
32	N=C1c2ccccc2CN1NC(=O)c1ccccc1	-5	-0.1	4	5	-7	2	-0.1	10	-6
33	Cc1cc(N(CCCl)CCCl)ccc1C=Cc1ccncn1	48	/	5	/	4	6	5.2	-11	/
34	Cc1cc(C)c(S(=O)(=O)N2Cc3ccccc3-n3nncc3C2)c(C)c1	32	/	2	/	-1	1	4.8	10	/
35	Nc1ccc(C2(c3ccc(N)cc3)CCCCC2)cc1	7	4.1	9	11	-5	-16	5.5	-5	-3
36	CN1CCN(c2ccc([N+](=O)[O-])c(N/N=C3\CN4CCC3CC4)c2)CC1	10	-0.5	5	9	-6	-9	0.0	7	-9
37	CCCC12CN3CCN(CC(C3)/C1=N\NC(=O)c1ccncc1)C2	-6	1.9	6	-6	-1	12	2.1	5	0
38	C[C@]12CC[C@H](OC(=O)CCC(=O)O)CC1=CCC1C2CC[C@@]2(C)C1CC[C@@H]2OC(=O)CCC(=O)O (stereo partly drawn)	-6	0.1	2	-14	1	-7	0.8	15	-1
39	COP(=O)(OC)C1(Nc2ccc(C)cc2)CCCCC1	6	-0.1	6	-11	0	10	0.3	-6	-1
40	O=c1[nH]c(=S)n(Cc2ccc(F)cc2)c(O)c1/C=N/N1CCCCCC1	-12	1.1	3	-13	-10	2	0.6	4	-4
41	c1cncc(CNC2CCCC2)c1	-6	0.7	2	-5	-2	-4	1.0	13	-8
42	COc1ccc2c(c1OC)C(=O)O[C@@H]2[C@H]1c2cc3c(cc2CCN1C)OCO3	-8	0.8	2	-11	-3	-6	0.7	21	-2
43	COC(=O)C1=C(c2ccc(OC)c(OC)c2)C[C@@H]2CC[C@H]1N2C(=O)NCc1ccc(F)cc1	5	-0.9	13	-6	-8	2	0.0	2	-2
44	O=c1c(C=NCCN2CCNCC2)c(O)n(C2CCCCC2)c(=O)n1C1CCCCC1	/	-0.8	/	-18	-10	-18	0.8	18	-8
45	COc1ccc(CCn2c(O)c(C=NCCCN(C)C)c(=O)[nH]c2=O)cc1OC	-3	0.6	3	-12	-3	-3	0.2	18	-1
46	O=C(c1cc(Br)ccc1Cl)N1CCC2(CC1)OCCO2	6	-0.2	14	-1	-5	-4	0.5	12	1
47	CCS(=O)(=O)N1CCC(C(=O)N2CCC3(CC2)OCCO3)CC1	4	2.4	0	-1	3	-16	0.2	3	-5
48	COc1cc(/C=C/c2nc3ccccc3c(=O)n2-c2cccc(O)c2)ccc1O	35	4.1	7	2	1	3	7.3	6	-6
49	CCOc1cc2c(cc1OCC)-n1cccc1C(c1ccc(OC)cc1)NC2 (stereo not drawn)	2	11	22	0	-5	3	18*	14	-9
50	O=C(COC(=O)c1cc(Br)cc(Br)c1O)NC12CC3CC(CC(C3)C1)C2	27	/	0	/	-5	-4	0.1	14	/
51	c1cncc(CNCCc2ccc3c(c2)OCO3)c1	-23	1.0	5	-7	-6	-6	0.2	23	-19
52	CCOC(=O)c1ccc(N=C(C)c2c(O)[nH]c(=O)[nH]c2=O)cc1	-24	0.2	1	-3	-6	-11	0.4	19	-2
53	Oc1ccc(-[n+]2c(-c3ccccc3)cc(-c3ccccc3)cc2-c2ccccc2)cc1	31	0.5	2	44*	-11	-1	0.5	7	-2
54	CN(C)CCN(CC1CCCN(Cc2ccccc2F)C1)C(=O)Cc1c(F)cccc1F (stereo not drawn)	3	0.1	0	-24	-9	-4	0.3	12	2
55	CC/C(=N\Nc1ccccc1)c1c(O)[nH]c(=O)[nH]c1=O	-17	2.9	1	9	-4	-15	0.4	22	-1
56	O=C(c1ccccc1)c1ccc(N=Nc2c(O)[nH]c(=O)[nH]c2=O)cc1	6	0.4	1	-11	-4	2	0.2	9	0
57	COC(=O)C1=C(c2cc3ccccc3s2)C[C@@H]2CC[C@H]1N2C(=O)NCc1ccccc1	11	-0.2	6	-24	-11	-14	-0.4	15	-14
58	COc1cc(N2CCOCC2)ccc1/C=C1\C(=O)NC(=O)N(Cc2ccc3c(c2)OCO3)C1=O	-51	1.4	7	5	1	-11	2.3	13	-23
59	O=C(C1CCC(=O)N1Cc1ccccc1Cl)N1CCC2(CC1)OCCO2 (stereo not drawn)	9	-0.4	11	-1	-3	-21	0.5	-7	-5
60	CN1[C@@H]2CCC[C@H]1CC(=O)C2	-1	/	1	/	-3	6	-0.1	-10	/

An excerpt from above in order of length of the SMILES, falling:
no.	Molecule	TAAR1 antagonist	V1aR counter	TAAR1 agonist	CHO parental Ca	CHRM1 agonist	CHO-K1 Ca antag	M1 ag parental	M1 PAM parental	OXTR potentiator
50	O=C(COC(=O)c1cc(Br)cc(Br)c1O)NC12CC3CC(CC(C3)C1)C2	27	/	0	/	-5	-4	0.1	14	/
56	O=C(c1ccccc1)c1ccc(N=Nc2c(O)[nH]c(=O)[nH]c2=O)cc1	6	0.4	1	-11	-4	2	0.2	9	0
46	O=C(c1cc(Br)ccc1Cl)N1CCC2(CC1)OCCO2	6	-0.2	14	-1	-5	-4	0.5	12	1

(cont.)
no.	Molecule	TAAR1 antagonist	V1aR counter	TAAR1 agonist	CHO parental Ca	CHRM1 agonist	CHO-K1 Ca antag	M1 ag parental	M1 PAM parental	OXTR potentiator
61	Cc1nnc2n1-c1ccc(Br)cc1C(c1ccccc1Cl)=NC2	12	-0.2	3	-18	-4	0	0.6	-1	2
62	Cc1[nH]c2ccccc2c1CCN	-11	-0.1	28	-7	-1	29*	0.0	-8	-13
63	COC(=O)C1=C(c2ccc(-c3ccccc3)c(F)c2)C[C@@H]2CC[C@H]1N2C(=O)NCc1ccc(F)cc1	-8	3.4	6	-21	-7	-6	0.5	11	-6
64	Nc1cccc2c1Cc1cc([N+](=O)[O-])ccc1-2	0	/	7	/	1	-11	1.4	3	/
65	CC(C)OC(=O)C1C(=O)NC2(C)CC1c1ccccc1O2 (stereo not drawn)	-15	0.5	8	-13	-1	-16	0.0	12	-12

Compound activity (PubChem BioAssay)
